PHOSPHO1 block: PHOSPHO1 (human) inhibition | Q8TCT1 | recombinant PHOSPHO1, absorbance phosphatase assay | AID 1565 | inhibition, % at 13.3 µM | 1.1% of 290,000 active; in the data active means inhibition above about 60%
MEKK2 mut-MEK5: signal of MEK5 binding to mutant human MEKK2 PB1 domain. bead flow cytometry, Alexa488-MEK5 binding to MEKK2 mutant. percent response, % at 10 µM. 0.35% of 290,000 active; in the data active means percent response above about 24%, passing the limit was not always enough; further: inactives centre near 1; some results filed as inactive read as strong as hits; reference of the scale not given here
NALP1 inh: inhibitors of NALP1 inflammasome in yeast; S. cerevisiae NALP1/ASC/caspase-1 growth, X-gal OD620, 72 h; inhibition, % at 10 µM; 0.61% of 280,000 active; in the data active means inhibition mostly above about 24%, no sharp cut-off; inactive means mostly below about 32%; further: some compounds called inactive have numbers as strong as hits
MEKK3 PB1 HTS: raises or lowers MEK5 binding to the human MEKK3 PB1 domain | Q99759 | bead-based flow cytometry, Alexa488-MEK5 binding to MEKK3; actives lie on both sides; 0 = blocked by unlabeled MEK5, 100 = vehicle | binding response (% of control), % at 10 µM | 1.4% of 290,000 active | AID 1529;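 active means binding response more than 3 SD above or below the average of its plate-row segment, actives on both sides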;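 further: Alexa488 bead fluorescence after subtracting the streptavidin-only scavenger bead signal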
Target sequence (Q99759 whole entry, looked up, the tested form may be a part): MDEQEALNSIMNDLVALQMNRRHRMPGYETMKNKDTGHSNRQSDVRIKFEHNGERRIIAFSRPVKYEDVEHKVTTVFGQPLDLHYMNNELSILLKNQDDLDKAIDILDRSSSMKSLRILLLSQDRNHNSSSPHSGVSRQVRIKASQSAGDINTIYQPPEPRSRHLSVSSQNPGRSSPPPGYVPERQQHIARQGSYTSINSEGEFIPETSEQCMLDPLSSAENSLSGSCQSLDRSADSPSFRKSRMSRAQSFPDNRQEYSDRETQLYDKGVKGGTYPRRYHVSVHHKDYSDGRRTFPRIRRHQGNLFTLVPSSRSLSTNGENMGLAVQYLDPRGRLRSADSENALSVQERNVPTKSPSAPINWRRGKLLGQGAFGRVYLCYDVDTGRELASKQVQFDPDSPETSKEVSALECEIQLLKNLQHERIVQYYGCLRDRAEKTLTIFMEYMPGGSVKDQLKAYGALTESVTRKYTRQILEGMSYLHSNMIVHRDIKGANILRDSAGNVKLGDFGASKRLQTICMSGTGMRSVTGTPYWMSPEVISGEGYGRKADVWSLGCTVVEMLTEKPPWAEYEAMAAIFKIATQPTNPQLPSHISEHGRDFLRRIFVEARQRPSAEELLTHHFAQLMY
M18AAP inhibitor: PfM18AAP enzyme inhibition. 1.2% of 290,000 active. inhibition, % at 7.35 µM. recombinant PfM18AAP, H-Glu-NHMec fluorogenic cleavage. AID 1822;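 active means inhibition above the campaign mean inhibition over all tested compounds plus 3 SD, cut at about 28% in these data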;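 further: 0% = plate median of test compound wells and 100% = 2 mM ZnCl2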
MEKK2 WT-MEK5: raises or lowers MEK5 binding to wildtype human MEKK2 PB1 domain | 1.1% of 290,000 active | AID 1531 | binding response (% of control), % at 10 µM | Q9Y2U5 | bead flow cytometry, Alexa488-MEK5 binding to MEKK2 WT; actives lie on both sides; in the data active means binding response below about 67% or above about 130%
GPR7 antagonist: antagonists of human GPR7 (neuropeptides B/W receptor 1); P48145; GPR7-expressing cells, fluorescence antagonist assay; inhibition, % at 4.4 µM; 1.1% of 290,000 active; AID 1861; in the data active means inhibition above about 16%, passing the limit was not always enough;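 further: cells stimulated with the agonist NPW; 0% = agonist with vehicle and 100% = vehicle without agonist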
Target sequence (P48145 whole entry, looked up): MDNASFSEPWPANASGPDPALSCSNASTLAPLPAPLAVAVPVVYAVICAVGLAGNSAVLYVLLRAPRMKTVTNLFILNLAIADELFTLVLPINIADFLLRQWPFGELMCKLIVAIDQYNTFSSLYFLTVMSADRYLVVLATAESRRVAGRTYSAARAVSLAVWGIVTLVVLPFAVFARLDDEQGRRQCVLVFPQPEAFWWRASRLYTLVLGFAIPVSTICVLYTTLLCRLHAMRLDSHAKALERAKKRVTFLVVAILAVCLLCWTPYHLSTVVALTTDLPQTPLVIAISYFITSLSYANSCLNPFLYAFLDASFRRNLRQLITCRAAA
OXTR ag: agonists of human oxytocin receptor. P30559. CHO-OTR cells, Fluo-8 calcium fluorescence; normalized: DMSO 0%, oxytocin 100%. activation, % at 3 µM. 0.32% of 320,000 active. AID 2435;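 active means activation above the mean of all tested compounds plus 3 SD, cutoff set per screening run, cut at about 20% in these data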;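 further: peak over basal fluorescence ratio from a 100 s FLIPR kinetic read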
DNA FID counter: displaces DNA intercalator in HCV helicase counter-screen; inhibition, % at 7.9 µM; 0.17% of 290,000 active; DNA fluorescent intercalator displacement, fluorescence; in the data active means inhibition above about 37%;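 further: 0% = vehicle and 100% = reference compound; higher means more ethidium bromide displaced from hairpin DNA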
Starred values were filed as active, the others as inactive; / = not tested or not shown.

SMILES | PHOSPHO1 block | MEKK2 mut-MEK5 | NALP1 inh | MEKK3 PB1 HTS | M18AAP inhibitor | MEKK2 WT-MEK5 | GPR7 antagonist | OXTR ag | DNA FID counter
CC(C)c1ccc(NC(=O)CCNS(=O)(=O)c2cccc3nsnc23)cc1 | 10 | 4 | 14 | 103 | -2 | 104 | -9 | 0.0 | -8
COc1ccc([C@H]2/C=C\CN(C(=O)CC(C)(C)C)[C@@H](C)C(=O)N2Cc2ccc(F)cc2)cc1 | / | 5 | / | 107 | / | 104 | / | -1.4 | /
O=C(c1ccco1)N1CCN(C(c2ccccc2F)c2nnnn2CC2CCCO2)CC1 (stereo unspecified) | 34 | 8 | 15 | 103 | 0 | 107 | -1 | 1.4 | -14
CN1CCN(c2nnc(-c3ccc(F)cc3)c3ccccc23)CC1 | 31 | 18 | 11 | 106 | 2 | 117 | 1 | -0.4 | -5
O=C(NCCc1cccc(Cl)c1)c1ccc(Cl)c([N+](=O)[O-])c1 | 14 | 10 | 40 | 105 | 4 | 104 | -4 | 1.4 | 13
Cc1ccc(C)c(Cn2nnc3c(=O)[nH]c(C(=O)NCc4ccco4)nc32)c1 | -4 | 5 | -4 | 102 | -7 | 101 | 15 | 0.3 | -30
Cc1cc(C)cc(N(C(C)C(=O)NC2CCCC2)S(C)(=O)=O)c1 (stereo unspecified) | 2 | -15 | -6 | 66 | 6 | 74 | 5 | -0.2 | -3
CCC(CC)c1nnc(NC(=O)COc2ccc3c(c2)OCO3)s1 | -65 | -1 | -3 | 100 | 30* | 99 | 7 | 3.8 | -28
O=C(Nn1c(SCc2ccc(F)cc2)nc2ccsc2c1=O)c1ccccc1 | -15 | -6 | 34 | 87 | -4 | 88 | 9 | 0.7 | -19
COC(=O)c1sc(N)c(C(=O)OC)c1Cn1ncc(Cl)c(Cl)c1=O | 16 | -5 | 7 | 94 | -5 | 101 | -1 | -1.7 | -5
CSc1ccccc1NC(=O)CN(Cc1ccccc1)S(C)(=O)=O | -1 | -3 | 7 | 99 | -7 | 98 | 1 | 1.8 | -11
COC(C[C@@H](O)C[C@@H](O)[C@H](C)OCc1ccccc1)OC | / | -3 | / | 101 | / | 97 | / | 0.9 | /
COc1ccc2cc(-c3cc(C(=O)OCC(=O)Nc4c(C)n(C)n(-c5ccccc5)c4=O)c4ccccc4n3)ccc2c1 | -12 | 0 | 20 | 100 | 6 | 94 | -4 | / | -3
Cc1ccc(-n2ncc3c(=O)[nH]c(SCC(=O)N4CCCc5ccccc54)nc32)cc1 | 7 | 6 | 40 | 103 | -4 | 109 | -7 | 0.2 | 2
CCOC(=O)C1CCCN(c2oc(-c3ccc(F)cc3)nc2C#N)C1 (stereo unspecified) | 17 | -2 | -2 | 115 | 1 | 105 | -1 | -2.3 | -24
Cc1cc(C)n(CCNC(=O)CC2C(=O)NCCN2Cc2ccc(C)o2)n1 (stereo unspecified) | 9 | 8 | -6 | 101 | -3 | 100 | -19 | 0.3 | -5
Cc1ccc(C(=O)N/N=C2\CCc3ccccc32)c(C)c1 | 4 | 1 | / | 141* | 3 | 110 | -6 | -0.8 | -4
O=C(Nc1cccc(NC(=O)c2ccccc2[N+](=O)[O-])n1)c1ccccc1[N+](=O)[O-] | -9 | 4 | 12 | 103 | -8 | 103 | -8 | 2.2 | 9
CN(Cc1nc(-c2cnccn2)no1)Cc1cccc2ccccc12 | 23 | -11 | -3 | 104 | 1 | 86 | -1 | 0.4 | -7
O=C(C1CC(c2ccccc2O)=NO1)N1CCc2ccccc2C1 (stereo unspecified) | 4 | 2 | -8 | 100 | 8 | 97 | -1 | -1.0 | -15
CCOc1ccc2nc(NC(=O)CN3CCN(c4ccccn4)CC3)sc2c1 | 15 | 3 | / | 105 | 0 | 108 | 14 | 2.8 | -4
C/C(CC(=O)NCc1ccco1)=N\NC(=O)C(c1ccccc1)c1ccccc1 | 19 | 4 | 13 | 103 | 8 | 106 | -4 | -1.1 | -4
Cc1ccc(C(=O)N2CCCC(C(=O)c3cc(F)ccc3F)C2)s1 (stereo unspecified) | 10 | -12 | 6 | 100 | 2 | 90 | 16 | -2.6 | -5
O=C(Nc1cccc(-c2nc3ccccc3o2)c1)c1cccnc1 | 24 | -1 | 5 | 97 | 0 | 95 | 1 | -0.3 | -8
COc1ccc(NC(=O)NC2(C(=O)N3CCCC3)CCCCC2)cc1 | 22 | -2 | 8 | 96 | -6 | 95 | -7 | -0.3 | -8
CCOC(=O)C1=C(CC)Nc2ccccc2N=C1NC(=O)Nc1ccccc1OC | 10 | -3 | / | 86 | -5 | 83 | -3 | -2.3 | -2
c1ccc(C2CNCc3c2ccc2ccccc32)cc1 (stereo unspecified) | -3 | -1 | 47 | 93 | -2 | 108 | 39* | 22* | 13
O=C(NC(=S)Nc1ccccc1)C1CCCCC1 | 35 | 3 | 18 | 103 | -7 | 103 | 13 | -1.2 | -14
O=C(Nc1nnc(-c2ccc3c(c2)CCCC3)o1)C1CCCCC1 | -1 | 11 | 6 | 104 | 1 | 103 | 5 | -0.6 | -3
COc1cccc(/C=N/NC(=O)c2cc3c(OC)ccc(OC)c3[nH]2)c1O | -3 | -5 | 6 | 99 | -5 | 95 | 7 | 0.0 | -19
COc1ccc(NC(=S)NCc2ccc3c(c2)OCO3)cc1 | -8 | 3 | 2 | 99 | 6 | 100 | -9 | 3.7 | -1
N=C1C(c2nc3ccccc3c(=O)[nH]2)=C(O)CN1c1ccccc1 | 9 | 4 | 38* | 104 | -18 | 103 | -12 | / | 1
CCCSc1nnc(NC(=O)CCc2ccccc2)s1 | -2 | 1 | 15 | 102 | -6 | 99 | -8 | -2.3 | -22
CCN1CCN(Cc2nc3c(c(=O)n(C)c(=O)n3C)n2CC(=O)c2ccccc2)CC1 | -14 | 6 | 27 | 100 | -2 | 99 | 4 | 1.4 | 9
CC1(C)COC(c2cccn2Cc2ccc(F)cc2Cl)=N1 | 1 | 0 | 0 | 99 | -2 | 99 | -4 | -2.6 | -4
CC(O)C(=O)N/N=C/c1cccc(Cl)c1Cl (stereo unspecified) | 14 | -2 | 28 | 93 | -6 | 96 | 14 | -0.8 | -6
Cc1nn(C(=O)CCC(=O)NCc2ccc(OC(C)C)cc2)c2ccccc12 | 55 | 0 | 24 | 100 | -8 | 101 | -17 | 1.2 | -35
O=C(Nc1cccc(C(F)(F)F)c1)C1CCCO1 (stereo unspecified) | 10 | -2 | 4 | 102 | 0 | 98 | -10 | -0.3 | 1
COc1ccccc1/C=C/C(=O)N1CCOCC1 | 4 | 2 | 16 | 95 | -1 | 99 | -14 | -0.2 | -4
O=C(O)C1=C[C@H](c2ccc(F)cc2)C[C@H](OCCCCO)O1 | 34 | 2 | / | 96 | / | 96 | / | 7.5 | /
CCCn1c(=N)c(C(=O)NCC2CCCO2)cc2c(=O)n3cccc(C)c3nc21 (stereo unspecified) | 0 | 9 | -3 | 101 | 4 | 103 | -3 | 0.9 | 9
CSc1nc(N2CCCC2)c2c(c1C#N)CC(C)(C)OC2 | -62 | -4 | / | 98 | 1 | 98 | -14 | -0.1 | 3
Cc1c(C(=O)NCCSCc2ccc(F)cc2)cnn1-c1ccc(Cl)cc1 | 28 | -4 | 9 | 100 | -5 | 98 | -11 | -0.3 | -30
CCOC(=O)CCN(Cc1sccc1C)S(=O)(=O)c1ccc(F)cc1 | -4 | -1 | -4 | 103 | -23 | 101 | 14 | -1.9 | -25
N#CCCn1cc(C(=O)Nc2ccc(C(=O)O)cc2)c(-c2cccc(Br)c2)n1 | 14 | 1 | -8 | 101 | -3 | 107 | -15 | 1.0 | -29
NC(=O)CC(NC(=O)c1ccccc1)c1ccc(N2CCCCCCC2)c([N+](=O)[O-])c1 (stereo unspecified) | -7 | -4 | 23 | 105 | 3 | 102 | -2 | 0.2 | -37
COc1ccc2c(c1)c(CC(=O)Nc1ccc(C)cc1)c(C)n2C(=O)c1ccc(Cl)cc1 | 26 | 14 | 1 | 99 | 5 | 107 | 1 | 1.4 | -4
COc1ccc(/C=N/OC(=O)Nc2ccccc2)cc1[N+](=O)[O-] | -1 | 3 | 48 | 105 | 1 | 100 | -5 | 0.3 | 3
O=C(CSc1nc2scc(-c3ccccc3)c2c(=O)[nH]1)N1CCCCC1 | -1 | 0 | -4 | 101 | -5 | 98 | -14 | -0.4 | -14
CCn1cnc2c1c(=O)n(CC(=O)NN)c(=O)n2Cc1ccccc1 | 27 | 5 | 4 | 103 | -6 | 113 | 6 | 1.5 | -20

The results go on:
SMILES | PHOSPHO1 block | MEKK2 mut-MEK5 | NALP1 inh | MEKK3 PB1 HTS | M18AAP inhibitor | MEKK2 WT-MEK5 | GPR7 antagonist | OXTR ag | DNA FID counter
CC1=C(C(=O)N2CCOCC2)C(c2cccs2)NC(=O)N1 (stereo unspecified) | 1 | 3 | 17 | 103 | 1 | 103 | 1 | 1.4 | -2
CCOCCN(C=O)c1cccc(OC)c1 | -2 | 3 | 24 | 102 | -3 | 101 | -2 | -0.6 | 0
Cc1ccc(N(CC(=O)NC2CCCC2)C(=O)CCC(=O)Nc2nc(C)cs2)cc1 | 13 | -3 | 13 | 102 | -4 | 103 | 16 | 8.7 | -28
COc1ccc(S(=O)(=O)N(C)CC(=O)N2CCN(c3ccc(F)cc3)CC2)cc1OC | 3 | -3 | 26 | 95 | -1 | 98 | -3 | 0.1 | -21
CN(C)c1ccc(Sc2nnc(NC(=O)Nc3ccc(Cl)cc3Cl)s2)cc1 | 13 | 1 | 18 | 104 | 0 | 99 | -5 | 0.8 | 5
O=C(O)/C=C/S(=O)(=O)c1ccc2ccccc2c1 | 42 | 4 | / | 105 | -1 | 103 | 4 | -0.1 | 1
O=C(O)c1ccccc1C(=O)NCc1c(Cl)cccc1Sc1ccc(Cl)cc1 | 38 | 1 | 2 | 103 | -5 | 102 | 2 | 5.8 | -37
O=C(CCC1CCCN(C(=O)c2ccc(F)c(F)c2)C1)N1CCN(c2ccccn2)CC1 (stereo unspecified) | -34 | 4 | 6 | 101 | -3 | 101 | -7 | -1.5 | -42
CCOc1ccccc1/C=C/c1nc2ccccc2[nH]c1=O | 24 | 1 | 4 | 104 | 15 | 100 | -10 | / | -1
COCCN(Cc1cc2ccc(C)cc2[nH]c1=O)S(=O)(=O)c1ccccc1 | 49 | 2 | -17 | 106 | 9 | 97 | 0 | 1.5 | -30

One compound at a time, from the list above:
COc1ccc(S(=O)(=O)N(C)CC(=O)N2CCN(c3ccc(F)cc3)CC2)cc1OC as listed: PHOSPHO1 block: 3; MEKK2 mut-MEK5: -3; NALP1 inh: 26; MEKK3 PB1 HTS: 95; M18AAP inhibitor: -1; MEKK2 WT-MEK5: 98; GPR7 antagonist: -3; OXTR ag: 0.1; DNA FID counter: -21
O=C(O)/C=C/S(=O)(=O)c1ccc2ccccc2c1 as listed: PHOSPHO1 block: 42; MEKK2 mut-MEK5: 4; NALP1 inh: /; MEKK3 PB1 HTS: 105; M18AAP inhibitor: -1; MEKK2 WT-MEK5: 103; GPR7 antagonist: 4; OXTR ag: -0.1; DNA FID counter: 1
CCOc1ccccc1/C=C/c1nc2ccccc2[nH]c1=O as listed: PHOSPHO1 block: 24; MEKK2 mut-MEK5: 1; NALP1 inh: 4; MEKK3 PB1 HTS: 104; M18AAP inhibitor: 15; MEKK2 WT-MEK5: 100; GPR7 antagonist: -10; OXTR ag: /; DNA FID counter: -1

Additional entries.
SMILES | PHOSPHO1 block | MEKK2 mut-MEK5 | NALP1 inh | MEKK3 PB1 HTS | M18AAP inhibitor | MEKK2 WT-MEK5 | GPR7 antagonist | OXTR ag | DNA FID counter
Cc1ccn2cc(C(=O)NCc3ccco3)nc2c1 | -3 | 2 | 11 | 96 | 0 | 95 | 21 | 0.3 | -3
O=C1NC(=S)S/C1=C\c1ccc(SCc2ccco2)o1 | 80* | 2 | 8 | 101 | 37* | 102 | -2 | 0.5 | 1
CN(C)S(=O)(=O)c1cc(NC(=O)CN2CCN(c3ccccc3F)CC2)ccc1Cl | -12 | 4 | -8 | 104 | 0 | 102 | -4 | -0.4 | -20
CCN1C(=O)N(C)C(N(O)C(=O)NC)C1(C)C (stereo unspecified) | 11 | 6 | 4 | 101 | 42* | 107 | -9 | 2.8 | -6
